# Bioassay records from PubChem.
# Runt-SMMHC FRET – inhibitors of RUNX1 Runt–CBFb-SMMHC binding, primary screen, biochemical, FRET, Cerulean-Runt, Venus-CBFb-SMMHC, uHTS | Cerulean-Runt/Venus-CBFb-SMMHC FRET ratio 530/480, 1 h | inhibition, % at 20 µM | 0.74% of 220,000 active;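 active = mean inhibition across duplicate retests at 20 µM reaching about 50%, limit read from the data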;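 note: 0% = DMSO wells and 100% = wells with excess untagged CBFb-SMMHC; inhibitors lower the FRET ratio by blocking Runt binding to CBFb-SMMHC; some results filed as inactive read as strong as hits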
# NCF1 inh – p47phox/p22phox peptide binding inhibitors, primary screen, biochemical, uHTS, NADPH oxidase regulatory subunit | inhibition, % at 24.7 µM | fluorescence polarization, 2 h | 0.53% of 220,000 active;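 active = inhibition above about 30%, limit read from the data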;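 note: 0% = p47phox with labelled peptide and 100% = labelled peptide alone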
# Target sequence (P14598 whole entry, looked up): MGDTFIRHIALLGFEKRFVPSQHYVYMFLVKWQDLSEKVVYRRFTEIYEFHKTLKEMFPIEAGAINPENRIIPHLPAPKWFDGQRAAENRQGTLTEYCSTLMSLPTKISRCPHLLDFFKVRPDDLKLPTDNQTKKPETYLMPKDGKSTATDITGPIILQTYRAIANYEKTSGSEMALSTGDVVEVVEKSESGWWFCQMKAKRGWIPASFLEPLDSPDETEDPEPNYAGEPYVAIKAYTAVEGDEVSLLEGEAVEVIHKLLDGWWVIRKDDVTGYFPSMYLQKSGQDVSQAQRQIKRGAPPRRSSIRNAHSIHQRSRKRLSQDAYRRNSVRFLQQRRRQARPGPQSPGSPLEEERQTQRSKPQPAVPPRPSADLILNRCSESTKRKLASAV
# Hck-Nef inh – inhibitors of Nef-activated human Hck kinase, primary screen, biochemical, Z-Lyte FRET, 384-well, Hck-YEEI. Tyrosine-protein kinase HCK (Homo sapiens), P08631. Recombinant Hck-YEEI plus Nef, Z-Lyte FRET kinase assay. inhibition, % at 20 µM. 0.68% of 220,000 active. AID 463187, 2010;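 active = Hck-Nef kinase inhibition above about 50%, limit read from the data; inactive = inhibition below that limit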;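 note: 0% = DMSO with Hck plus Nef and 100% = Hck alone without Nef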
# 14-3-3 Bad inh – inhibitors of 14-3-3 zeta/Bad binding, primary screen, biochemical, TR-FRET, bovine 14-3-3 zeta; 14-3-3 protein zeta/delta (Bos taurus), P63103; inhibition, % at 21.7 µM; 0.71% of 220,000 active; TR-FRET 14-3-3zeta/Dy647-pBad peptide displacement, 1 h;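 active = inhibition above about 70%, limit read from the data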;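 note: 0% = full 14-3-3 plus peptide FRET controls and 100% = background without 14-3-3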
# Target sequence (P63103 whole entry, looked up): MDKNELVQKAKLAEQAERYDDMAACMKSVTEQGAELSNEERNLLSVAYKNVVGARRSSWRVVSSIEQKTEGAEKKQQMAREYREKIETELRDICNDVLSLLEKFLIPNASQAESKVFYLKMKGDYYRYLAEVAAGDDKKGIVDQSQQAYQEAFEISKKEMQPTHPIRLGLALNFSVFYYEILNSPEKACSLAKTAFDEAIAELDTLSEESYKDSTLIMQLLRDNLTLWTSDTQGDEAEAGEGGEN
# EBV gp42 inh – Epstein-Barr virus gp42 inhibitors, primary screen, biochemical, uHTS, fluorescence polarization; Glycoprotein 42 (Epstein-Barr virus (strain AG876)), Q1HVG2; Fluorescence polarization binding assay, mP read-out; inhibition, % (tested at 21.74 µM); 0.42% of 220,000 active; AID 1085, 2008; in the data active = inhibition above about 50%
# Target sequence (Q1HVG2 whole entry, looked up): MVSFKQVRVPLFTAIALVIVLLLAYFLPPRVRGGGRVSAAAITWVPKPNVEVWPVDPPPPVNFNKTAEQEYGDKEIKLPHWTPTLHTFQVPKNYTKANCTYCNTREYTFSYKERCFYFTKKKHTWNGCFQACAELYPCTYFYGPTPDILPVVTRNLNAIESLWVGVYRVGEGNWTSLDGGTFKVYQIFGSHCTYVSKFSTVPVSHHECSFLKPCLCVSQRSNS
# zVAD death inh – inhibitors of zVAD-triggered necroptosis, primary screen, L929 cells | L929 zVAD necroptosis rescue, ATP luminescence, 24 h; with zVAD 60 µM | viability rescue, % at 10 µM | 0.38% of 220,000 active | AID 1377, 2008;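 active = activation, scaled between plate controls, above about 75%, limit read from the data; inactive = activation under that limit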;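 note: 0% = zVAD with DMSO and 100% = DMSO alone without zVAD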
# TbHK1 inh – Trypanosoma brucei hexokinase 1 inhibitors, primary screen, biochemical, G6PDH-coupled NADH absorbance, MLSCN library; recombinant TbHK1, G6PDH-coupled NADH A340; inhibition, % at 10 µM; 0.11% of 220,000 active; AID 1430, 2008;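 active = inhibition of 50% or more in the single-dose primary screen; inactive = inhibition below 50%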
# Runt-CBFb FRET – inhibitors of RUNX1 Runt–CBFb binding, primary screen, biochemical, FRET, Cerulean-Runt, Venus-CBFb, uHTS | Cerulean-Runt/Venus-CBFb FRET ratio 530/480, 1 h | 0.46% of 220,000 active | Runt-related transcription factor 1 (Homo sapiens) + Core-binding factor subunit beta … | inhibition, % at 20 µM | AID 1496, 2009;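 active = inhibition over about 50% at 20 µM in the single-dose screen, limit read from the data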;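 note: 0% = DMSO wells and 100% = excess unlabeled CBFb competitor control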
#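 test system = Cerulean-Runt domain fusion protein, energy donor | probe or stimulus = Venus-CBFb binding partner, 100 nM | incubation = two 1 h room-temperature incubations shielded from light | detection = fluorescence energy transfer, 422 nm excitation, 530/480 nm emission | measure = loss of energy transfer signal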
# MDM2 E3 inh – MDM2-luciferase reporter signal enhancers, primary screen, MDM2 E3 ligase inhibitor project, cell-based, luminescence, 1536-well; E3 ubiquitin-protein ligase Mdm2 (Homo sapiens), Q00987; cell-based MDM2 ubiquitination luciferase reporter, 2 h; 0 = plate control, 100 = twice control, blank-subtracted; signal enhancement, % at 5 µM; 0.11% of 210,000 active;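 active = signal enhancement of 30% or more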;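 note: luminescence tracks abundance of the self-degrading MDM2-luciferase fusion protein; higher signal means inhibition of MDM2 E3 ligase activity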
#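 Material: stable MDM2–luciferase fusion reporter cells / Quantity: 2000 cells/well / Dosing: single 5 µM compound dose, 0.2% final DMSO / Buffer or medium: DMEM / Schedule: 4 h cell settling then 2 h compound exposure, 37 °C / Detection: luminescence with SteadyLite reagent, 15 min at room temperature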
# * = called active by the depositor; x = not tested or not shown; [ ] = remark or other dose. Not a hit list. Share with any hit: about 3.2%.
SMILES,Runt-SMMHC FRET,NCF1 inh,Hck-Nef inh,14-3-3 Bad inh,EBV gp42 inh,zVAD death inh,TbHK1 inh,Runt-CBFb FRET,MDM2 E3 inh
O=C(O)Cn1cc(C(=O)C2CC2)c2ccccc21,-2,4,0,14[fluorescence artefact?],-2,0.1,3,-2,-8
O=C(Cc1c(F)cccc1Cl)Nc1ccon1,2,-45,5,-5[fluorescence artefact?],-6,-0.1,-3,-2,-14
COc1ccc(Br)cc1/C=N/NC(=O)c1nc(-c2ccccc2)n2c1CCCCC2,-3,-8,5,-5,-23,-0.8,-21,1,-4
COCCNC(=O)C1Cc2c(ccc3ccccc23)O1 (stereo not given),-5,-11,16,-1,-10,2.9,0,2,-2
O=C(NCCN1C(=O)S/C(=C\c2cccnc2)C1=O)c1cc(S(=O)(=O)N2CCOCC2)ccc1F,0,-12,16,2,-23,0.6,-48,4,-11
COCCn1c(SCC(=O)NCCc2ccc(OC)c(OC)c2)nc2c([nH]c3ccccc32)c1=O,-3,4,22,-15,-7,-0.7,-7,0,11
CC1(C)C(=O)Nc2ccccc2N1C(=O)COC(=O)Cn1cnc2ccccc2c1=O,-3,-6,0,12,-6,0.1,-8,0,x
CC1(C)Oc2ccc(C(=O)NC3CC3)cc2N(CC(=O)N2CCOCC2)C1=O,1,-9,-4,-12[fluorescence artefact?],-5,0.5,0,1,-16
COc1cccc(OCCn2ccnc2)c1,0,-1,6,-5[fluorescence artefact?],-16,-0.8,8,-2,-9
O=[N+]([O-])c1cccc(/C=N/n2c(-c3cccnc3)n[nH]c2=S)c1,16,-7,1,-10,-24,0.3,18,10,-5
COc1ccc(NC2=C(Cl)C(=O)N(c3ccccc3)C2=O)c(OC)c1,-4,2,-3,0,-10,11,1,-1,-1
O=C(Nc1nccs1)c1cc2cc(Cl)ccc2oc1=O,-7,-3,20,71*,-6,0.2,-18,-2,x
CC(=O)c1ccc(NS(=O)(=O)c2ccc3ccccc3c2)cc1,-2,-17,3,5,-6,0.6,-20,-1,x
O=c1oc(-c2cccs2)nc2ccccc12,-1,-5,6,-9,-10,-1.3,-4,-2,-18
O=C(c1ccc(NC(=S)Nc2ccc(F)cc2F)cc1)N1CCOCC1,-3,3,-8,-2,0,0.1,-6,5,-22
Cc1cccc(C)c1NC(=O)CN(C)CC(=O)Nc1ccccc1Oc1ccccc1,2,4,14,-18,2,-0.3,-6,-3,-15
Cc1ccc(S(=O)(=O)N2CCCC2C(=O)NCc2ccco2)cc1 (stereo not given),3,8,0,9[fluorescence artefact?],-4,0.2,1,3,0
CC1(C)CCC(=O)N(c2ccccc2)C1=O,-3,-21,2,9,-4,-0.1,16,-1,-6
O=C(N/N=C/C=C/c1ccccc1)c1cccc(Br)c1,1,-9,1,2[fluorescence artefact?],1,0.3,-13,0,1
COc1cc(SC)ccc1C(=O)Nc1ccccn1,-3,-10,29,2,-6,8.5,-2,-1,-37
Clc1cccc(Cl)c1CO/N=C/c1cccs1,-2,-4,-12,-2,-6,0.0,-5,-1,-3
c1ccc(-c2nn3c(-c4ccco4)nnc3s2)nc1,21,-13,0,8,-17,1.5,-10,12,-10
COC(=O)CN(C(=O)CSc1nnc(-c2cccc(OC)c2)o1)c1ccc(OC)cc1,-4,-7,2,-6,-7,0.1,6,-2,-17
CCN1C(=O)/C(=C\N2CCN(C)CC2)SC1=S,-2,-14,0,-5[fluorescence artefact?],-4,-0.2,35,-4,-16
CCOC(=O)c1cnn(Cc2ccccc2Cl)c1N,-3,0,3,-2[fluorescence artefact?],-26,0.2,-8,1,-5
SMILES,Runt-SMMHC FRET,NCF1 inh,Hck-Nef inh,14-3-3 Bad inh,EBV gp42 inh,zVAD death inh,TbHK1 inh,Runt-CBFb FRET,MDM2 E3 inh
CCOc1ccccc1C(=O)Nc1cc(C(=O)NCCc2ccccc2)ccc1Cl,-6,-10,1,1,-4,0.0,-3,x,12
O=c1c2[nH]c3ccc(Cl)cc3c2ncn1Cc1ccccn1,1,-1,-4,7,4,0.9,-10,0,-10
Nc1nc(C2C(=O)CCCC2=O)cs1,19,-93,1,71*,-16,0.5,-10,28,-5
Cc1ccc(-n2nnnc2SCC(=O)c2ccc3c(c2)NC(=O)CO3)c(C)c1,0,2,4,-28,-21,0.6,-2,-2,-26
O=C(c1ccco1)N1CCN(C(=S)NC2CC3CCC2C3)CC1 (stereo not given),4,-3,23,1,-9,1.0,1,3,-7
Cc1ccc(S(=O)(=O)N(Cc2n[nH]c(=S)n2-c2ccccc2)c2cccc(Cl)c2)cc1,13,-12,22,-3,1,-2.4,3,12,-6
CC(=O)c1ccc(-c2nc3ccccc3n2C)o1,14,-9,3,9,-19,-0.1,-59,12,-7
O=C(Nc1nc2ccccc2n1CCN1CCOCC1)c1cn(-c2ccccc2)nc1-c1ccccc1,5,-22,1,2,-17,1.9,-2,-5,-19
COCCn1c(-c2ccccc2)nc2oc3ccccc3c(=O)c2c1=O,-3,-16,2,10,-19,0.2,-9,-1,-9
O=C(Nc1cccc(Cl)c1)Nc1ccc2c(c1)C(=O)OC2,2,0,2,0[fluorescence artefact?],-12,1.1,0,4,x
O=C(Cc1nn[nH]n1)NCc1ccccc1Cl,-3,-10,-5,14,-4,1.6,4,1,0
O=C(COC(=O)C(Cc1ccccc1)NC(=O)c1ccco1)NC1CC1 (stereo not given),2,-10,1,-15[fluorescence artefact?],-15,-0.2,1,-1,-12
CCOc1cnc(-c2ccccc2F)o1,1,-18,-10,-4,-13,2.1,-6,-2,-30
O=C(COC(=O)CC(NC(=O)c1ccccc1Cl)c1ccccc1)Nc1cccc(F)c1 (stereo not given),1,-4,3,-2[fluorescence artefact?],-26,0.3,-3,2,-3
COc1cc(OC)c(/C=N/NC(=O)c2ccc([N+](=O)[O-])cc2)cc1Br,-1,-18,1,5,3,0.0,1,-4,0
CNC(=O)Cn1nc(-c2ccc(C)c(S(=O)(=O)N(C)C)c2)c2ccccc2c1=O,-1,-5,12,-5,-18,-0.8,-5,-1,1
COc1ccc2cc(C(N)=O)/c(=N/NC(=O)c3ccco3)oc2c1,1,-12,6,1[fluorescence artefact?],-15,5.9,-2,2,x
Cc1ccc(CNC(=O)C(C(=O)NCc2ccc(C)o2)c2ncc(C(F)(F)F)cc2Cl)o1,-69,-4,24,-17,-12,-1.0,-5,-1,-17
O=C(NCc1ccncc1)c1ccc(Cl)c(S(=O)(=O)N2CCOCC2)c1,0,-11,2,31,5,-0.3,7,0,2
COc1ccc(NC(=O)CC2C(=O)N(c3cccc(OC)c3)C(=O)N2Cc2ccco2)cc1 (stereo not given),0,-8,18,-14,-2,1.7,-2,1,-7
COc1ccc(C(=O)NC(CC(=O)O)c2cc([N+](=O)[O-])ccc2Cl)cc1 (stereo not given),-1,-5,-4,-7,-8,0.6,-3,1,-11
O=C(c1ccc(C(F)(F)F)cc1)C1CCCN(Cc2cccn2-c2ncccn2)C1 (stereo not given),0,-9,23,-15,-4,-1.6,11,-1,-6
O=C(CCCOc1ccc(Cl)cc1Cl)N/N=C/c1ccc(Cl)cc1,3,3,1,62[fluorescence artefact?],-1,2.6,2,-2,-22
CCOc1[nH]n(-c2ccccc2)c(=O)c1C=NCC(=O)OC,-2,5,19,-5,-2,0.9,-9,3,3
COC(=O)N/N=C(\C)c1ccccc1Br,-5,5,2,-4,3,0.2,2,-1,-15

# Entries of single compounds from above:
# CNC(=O)Cn1nc(-c2ccc(C)c(S(=O)(=O)N(C)C)c2)c2ccccc2c1=O is listed as Runt-SMMHC FRET = -1; NCF1 inh = -5; Hck-Nef inh = 12; 14-3-3 Bad inh = -5; EBV gp42 inh = -18; zVAD death inh = -0.8; TbHK1 inh = -5; Runt-CBFb FRET = -1; MDM2 E3 inh = 1
# CCOc1cnc(-c2ccccc2F)o1 is listed as Runt-SMMHC FRET = 1; NCF1 inh = -18; Hck-Nef inh = -10; 14-3-3 Bad inh = -4; EBV gp42 inh = -13; zVAD death inh = 2.1; TbHK1 inh = -6; Runt-CBFb FRET = -2; MDM2 E3 inh = -30

# (continued)
SMILES,Runt-SMMHC FRET,NCF1 inh,Hck-Nef inh,14-3-3 Bad inh,EBV gp42 inh,zVAD death inh,TbHK1 inh,Runt-CBFb FRET,MDM2 E3 inh
COc1ccc(N2CC(C(=O)Nc3ccc(S(=O)(=O)N4CCOCC4)cc3)CC2=O)cc1 (stereo not given),2,1,19,0,-21,2.3,-3,-3,-9
CC1NC(=O)NC1CCCCC(=O)O (stereo not given),0,-14,-5,-11,6,1.3,2,0,-40
O=C(COC(=O)COc1ccc2ccccc2c1)NC1CCCc2ccccc21 (stereo not given),0,-8,0,-9[fluorescence artefact?],8,0.7,2,-1,-9
CC1CCC(C(=O)NC(C(=O)N2CCN(c3ccccn3)CC2)C(C)C)CC1 (stereo not given),0,-1,1,3[fluorescence artefact?],-23,1.4,4,-2,-6
Cc1ccc2cc3cc(C(=O)N(CC(=O)NC4CCCC4)c4cccc(C)c4C)sc3nc2c1,2,-12,0,-13,-2,6.3,-10,-4,-13
COc1ccc2c(c1)[nH]c1c(=O)n(CCC3=CCCCC3)cnc12,-1,-11,-4,-11,-11,-0.3,-14,2,-29
CCC(=O)Nc1cc(C(=O)O)ccc1Sc1ccc(Cl)cc1,0,-2,13,0,-1,1.1,1,-1,-9
CC(C)N(Cc1nc(-c2ccc(Cl)cc2)no1)C(=O)/C=C/c1ccccc1,-1,-7,-1,-6,-10,1.1,0,17,0
CCCSC1=C(C#N)C(c2cccnc2)C(C(=O)OCC)=C(c2ccccc2)N1 (stereo not given),-1,-4,0,-8,-17,-0.5,-7,-4,2
CCN1C(=O)CC(N2CCC(C(=O)N3CCOCC3)CC2)C1=O (stereo not given),1,-7,12,5,-1,-1.1,-1,1,-5
COC(=O)c1ccc(NC(=O)Nc2ccc(F)c(Cl)c2)cc1,2,-22,-11,2,-1,-0.1,18,-2,-1
O=C(/C=C/c1ccccc1Cl)c1ccc(O)cc1,2,-21,1,13,2,2.4,-38,2,-13
COc1cccc(C(=O)Nc2c3c(nc4c2CCC4)CCCC3)c1,-2,-3,-22,16,-5,0.4,4,-3,-9
CCCCN(CC)CCCNC(=O)c1csc2c1CCCCC2,-1,-5,26,-3,-31,-1.4,3,2,-2
COc1ccc(NC(=O)c2c(N)no[n+]2[O-])cc1,-1,-10,-4,-1,-14,-1.1,-10,-54,0
O=C(CSc1cccc2cccnc12)OCC(=O)c1ccc(Br)cc1,-7,-11,1,6,-17,-0.2,-3,-1,-14
CCOC(=O)c1nnn(-c2nonc2NC(C)=O)c1C,1,-9,-1,-3,-14,1.0,1,1,6
